INS-1E GSIS act = GLuc luminescence reporter in INS-1E cells, primary screen for activators of glucose-dependent secretion of insulin; 0.61% of 370,000 active; INS-1E GLuc reporter insulin secretion, 2-3 h; activation, % at 16.6 µM;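 active = lowest replicate activation of at least 40%, so every replicate reaches that level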;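 also: 0% = median of neutral control wells and 100% = median of IBMX positive control wells; some compounds called inactive have numbers as strong as hits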
Statin myotox sup = suppressors of statin myotoxicity in C2C12 myotubes, primary screen, cell-based, single point, plate reader; C2C12 myotubes + simvastatin, ATP luminescence, 48 h; scaled: DMSO 0, geranylgeraniol control 100; rescue of ATP level, % at 7.49 µM; 0.78% of 330,000 active;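 active = mean ATP rescue above about 67%, or every replicate alone reaching that limit, limit read from the data, passing the limit was not always enough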;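 also: myotubes were challenged with 10 µM simvastatin during compound exposure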
PGC1a acetyl inh = inhibitors of PGC1a acetylation signal, primary screen, cell-based, U2OS, AlphaScreen, inhibitor mode; AlphaScreen anti-acetyl-lysine; with virally co-expressed GCN5 acetyltransferase; inhibition, % at 15.6 µM; 0.17% of 350,000 active; AID 651687, 2012;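 active = every replicate shows inhibition of at least 40%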;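 also: 0% = neutral control wells and 100% = positive control wells; some results beyond the cut were filed as inactive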
ARNT TACC3 PPI = disruptors of ARNT/TACC3 protein interaction, primary screen, biochemical, AlphaScreen, single concentration; AID 623870, 2012; 0.66% of 390,000 active; AlphaScreen His-ARNT PAS-B/GST-TACC3 binding, luminescence; TACC3 fragment carries E629A point mutation; inhibition, % at 9.99 µM; Transforming acidic coiled-coil-containing protein 3 (Homo sapiens), Q9Y6A5;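 active = mean inhibition of replicates at least 50% and at least half of replicates each reaching 50%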;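 also: 0% = complete ARNT plus TACC3 wells and 100% = ARNT alone without TACC3; many hits fall short of the cut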
LGR2 antag = inhibitors of bursicon-induced LGR2 CRE-luciferase signal, primary screen, cell-based, HEK293, CRE-luciferase reporter, bursicon stimulation; 0.35% of 380,000 active; inhibition, % at 9.99 µM; Drosophila bursicon receptor LGR2 (rickets); bursicon-stimulated, 4 h; AID 720647, 2013;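 active = drop in luminescence signal, shown as inhibition above about 50% in the replicate tests, limit read from the data, passing the limit was not always enough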;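 also: agonist challenge used bursicon conditioned medium at about half maximal strength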
PAX8 inh HTS = inhibitors of PAX8-driven TPO luciferase reporter, primary screen, RMG-I cells, single concentration | AID 652154, 2013 | inhibition, % at 12.6 µM | 1.2% of 360,000 active | SteadyGlo, 24 h;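 active = mean replicate inhibition at least 60% with every replicate also reaching 60%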;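 also: luciferase light reporting Pax8 driven TPO promoter activity; plate controls were median of neutral control wells for no effect and mitoxantrone controls for full effect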
Numbers without * were called inactive; · = not tested or not shown.

SMILES	INS-1E GSIS act	Statin myotox sup	PGC1a acetyl inh	ARNT TACC3 PPI	LGR2 antag	PAX8 inh HTS
COc1ccc(Nc2nnc(SC(C(=O)Nc3ccc(OC)c(Cl)c3)c3ccccc3)s2)cc1 (configuration not stated)	·	·	·	1	-15	16
COc1cc(C2C3=C(COC3=O)Oc3cc4c(cc32)OCO4)cc(OC)c1O (configuration not stated)	·	·	·	9	-5	90*
CCOC(=O)c1ccc(NC(=S)NC(=O)COc2ccccc2)cc1	·	·	·	-7	-4	3
CC1(C)CC=CC(COC(=O)c2ccccc2C(=O)O)C1 (configuration not stated)	·	·	·	-6	-47	-35
CCC(=O)N1N=C(c2ccc(C)o2)CC1c1ccc(N(C)C)cc1 (configuration not stated)	·	·	·	11	-14	-15
Clc1ccc(-c2nnc(COc3ncnc4sccc34)o2)cc1	·	·	·	0	-9	-20
COc1cc(/C=C2\N=C(c3c(-c4ccccc4)noc3C)OC2=O)ccc1OC(C)=O	·	·	·	-2	8	-111
Cc1ccc(C2(CCN)CCOC(C(C)C)C2)cc1 (configuration not stated)	·	·	·	-13	0	12
Cc1nc2ccc(NC(=O)Cc3c(F)cccc3Cl)cc2s1	·	·	·	7	-50	-14
C=CCN(c1cccc(C(F)(F)F)c1)S(=O)(=O)c1cccc(C(=O)OCC(=O)Nc2ccccc2)c1	·	·	·	-4	9	2
COC(=O)C(=O)/C=C(\O)c1c(C)cc(C)cc1C	·	·	·	-11	5	-16
CCOc1cc(N2CCOCC2)c(OCC)cc1NC(=O)c1ccc(OCc2c(C)noc2C)c(OC)c1	·	·	·	-1	13	7
O=C(NCc1ccccc1F)c1cccc(S(=O)(=O)N2CCCCC2)c1	·	·	·	-2	-2	13
COC(=O)c1cccc(NC(=S)Nc2cccc(Cl)c2C)c1	·	·	·	17	-25	-4
CCn1c(=O)c([N+](=O)[O-])c(N2CCN(Cc3ccc4c(c3)OCO4)CC2)c2ccccc21	·	·	·	5	26	32
CCCCNC(=O)C1CCC(CNS(=O)(=O)c2ccc(C)cc2)CC1 (configuration not stated)	·	·	·	-2	13	-4
CCC(C)C(=O)OC1CCC=C2C=CC(C)C(CCC3CC(O)CC(=O)O3)C21 (configuration not stated)	·	·	·	-3	-15	-31
NC(=S)N/N=C1\CCOc2ccc(Cl)cc21	·	·	·	5	19	31
CC(=O)Nc1nc(C)c(Oc2ccc(C)cc2)c(=O)[nH]1	·	·	·	-3	6	-1
CN(C(=O)COC(=O)c1nc(Cl)c(Cl)c(Cl)c1Cl)C1CCS(=O)(=O)C1 (configuration not stated)	·	·	·	-6	103*	4
O=c1c(Cl)c(NCc2ccccc2)cnn1C12CC3CC(CC(C3)C1)C2	·	·	·	-11	-5	10
Cc1nc(N)nc(N)c1-c1ccc([N+](=O)[O-])cc1	·	·	·	-2	16	3
CCN(CC)S(=O)(=O)c1ccc(Cl)c(NC(=O)COC(=O)c2cc(-c3ccccc3Cl)nc3ccccc23)c1	·	·	·	0	13	10
COc1ccc(CCNC(=O)c2cc(-c3ccc(Cl)c(Cl)c3)oc2C)cc1	·	·	·	-1	31	11
C/C=C/c1cnc2c(c1)C(=O)N([C@@H](C)CO)C[C@H](C)[C@H](CN(C)C(=O)C1CCC1)O2	-1	21	9	·	·	·
Cc1cccc(S(=O)(=O)N2[C@@H]3Cn4c(cccc4=O)[C@H]2[C@@H](C(=O)N(C)C)[C@@H]3CO)c1	9	18	·	·	·	-5
COc1ccccc1CN1C(=O)[C@@H]2C(CCC(N)=O)NC3(C(=O)Nc4c3ccc(Cl)c4C)[C@@H]2C1=O (some centres not stated)	6	·	1	1	·	·
COC(=O)CSc1nnc(CNc2ccc(OC)cc2)n1C	-12	·	-7	24	·	·
CCn1c(C)nc2cc(S(=O)(=O)C(F)(F)C(F)C(F)(F)F)ccc21 (configuration not stated)	14	·	39	3	·	·
CCc1ccc(-c2cc(C(=O)NCc3ccco3)c3ccccc3n2)s1	-21	·	8	-2	·	·
COc1ccccc1C/C(N)=N/OC(=O)c1ccc(C)c([N+](=O)[O-])c1	0	·	-8	0	·	·
Cc1nn(-c2ccccn2)c2c1C(c1ccncc1)C1=C(CC(C)(C)CC1=O)N2 (configuration not stated)	8	·	-26	1	·	·
Cc1ccc2cc3c(N)c(C(=O)N4CCOCC4)sc3nc2c1	-9	·	1	9	·	·
CCOc1ccc2[nH]c(=O)c(CN(CCc3ccccc3)C(=O)N3CCCC3)cc2c1	-27	·	-10	1	·	·
Cc1ccc(-c2nnc(SCC(=O)Nc3ccc(S(=O)(=O)N4CCCCCC4)cc3)o2)cc1	34	·	-5	0	·	·
CCCCCSc1nnc(C)c(=O)[nH]1	4	·	91*	-1	·	·

Profiles from above. Values in the order: INS-1E GSIS act	Statin myotox sup	PGC1a acetyl inh	ARNT TACC3 PPI	LGR2 antag	PAX8 inh HTS
Listed for `COC(=O)CSc1nnc(CNc2ccc(OC)cc2)n1C` : -12	·	-7	24	·	·
Listed for `CCn1c(C)nc2cc(S(=O)(=O)C(F)(F)C(F)C(F)(F)F)ccc21` (configuration not stated) : 14	·	39	3	·	·

Filtered by structure, those above with two or more sulfur atoms
SMILES	INS-1E GSIS act	Statin myotox sup	PGC1a acetyl inh	ARNT TACC3 PPI	LGR2 antag	PAX8 inh HTS
COc1ccc(Nc2nnc(SC(C(=O)Nc3ccc(OC)c(Cl)c3)c3ccccc3)s2)cc1 (configuration not stated)	·	·	·	1	-15	16
Cc1ccc(-c2nnc(SCC(=O)Nc3ccc(S(=O)(=O)N4CCCCCC4)cc3)o2)cc1	34	·	-5	0	·	·

(next part)
SMILES	INS-1E GSIS act	Statin myotox sup	PGC1a acetyl inh	ARNT TACC3 PPI	LGR2 antag	PAX8 inh HTS
NC(=O)CSc1nc2scc(-c3ccco3)c2c(=O)n1-c1ccccc1	38	·	-7	12	·	·
CCCCC(=O)Nc1ccc2c3c(cccc13)C(=O)N2CC	-4	·	-11	3	·	·
CC(=O)Nc1cccn(Cc2c(Cl)cccc2Cl)c1=O	-15	·	·	-7	·	-2
O=C(CSc1ccc2ccccc2c1Br)Nc1cccc(S(=O)(=O)NC2=NCCCCC2)c1	6	·	·	-10	·	-5
Cc1cc(CNC(=O)c2cc(COc3c(F)cccc3F)on2)nn1C	-5	·	·	3	·	-19
Cc1cccnc1NC(=O)CSc1nnc(COc2ccc(C(C)C)cc2)n1C	33	·	·	-14	·	13
COc1ccc(C(=O)/C(C#N)=N/Nc2ccccc2[N+](=O)[O-])cc1	62*	·	·	-16	·	27
O=C1Nc2c(c(=O)[nH]c(=O)n2Cc2ccccc2)C1(NS(=O)(=O)c1ccccc1)C(F)(F)F (configuration not stated)	11	·	·	-2	·	14
c1cncc(-c2ccnc3ncnn23)c1	2	·	·	2	·	-17
CCOc1cc(C(=O)Nc2cccc(C(C)=O)c2)ccc1OCC(=O)N1CCCCC1	-5	·	·	7	·	5
CCOC(=O)CN/C=C(\C#N)c1ccccc1	7	·	·	0	·	-1
CC(C)(C)c1nc(SCC(=O)NCc2cccs2)c2ccccc2n1	13	·	·	-3	·	-12

Exported with bars between the fields: part of the list above
mol | INS-1E GSIS act | Statin myotox sup | PGC1a acetyl inh | ARNT TACC3 PPI | LGR2 antag | PAX8 inh HTS
c1cncc(-c2ccnc3ncnn23)c1 | 2 | · | · | 2 | · | -17
CCOc1cc(C(=O)Nc2cccc(C(C)=O)c2)ccc1OCC(=O)N1CCCCC1 | -5 | · | · | 7 | · | 5

(list continues)
SMILES	INS-1E GSIS act	Statin myotox sup	PGC1a acetyl inh	ARNT TACC3 PPI	LGR2 antag	PAX8 inh HTS
c1ccc(-c2csc3ncnc(N4CCOCC4)c23)cc1	14	·	·	2	·	1
COc1ccc(C2C(C(C)=O)=C(O)C(=O)N2c2nccs2)c(OC)c1 (configuration not stated)	-22	·	·	3	·	-7
N#CCC(=N)N1CCN(c2ccc(F)cc2)CC1	-2	·	·	-3	·	-4
S=C(Nc1ccc(Br)cc1Cl)N1CCC2(CC1)OCCO2	-2	·	·	-3	·	-71
COC(=O)c1c(C)[nH]c(C)c1-c1ccc([N+](=O)[O-])cc1	0	·	·	8	·	-16
CN(C)c1ccc(CC(=O)c2nc3ccccc3s2)cc1	19	·	·	2	·	-19
CN(C)S(=O)(=O)c1cccc(NC(=O)c2cc3c(cc2Cl)N2CCCCCC2=NS3(=O)=O)c1	-4	·	·	-9	·	13
COc1cccc(/C=N/NC(=O)CN2CC(c3ccccc3)CC2=O)c1OC (configuration not stated)	-6	·	·	-5	·	-2
COC(=O)NNC1=CC(=O)CC(C)(C)C1	22	·	·	0	·	9
CS(=O)(=O)N1CCN(c2ccc([N+](=O)[O-])cc2F)CC1	11	·	·	5	·	-6
CC(=O)c1sc(Nc2ccc(C)cc2)nc1C	7	·	·	-11	·	-13
CCSC1=NCCN1S(=O)(=O)c1ccc2ccccc2c1	-5	·	·	-9	·	1

Structures above containing a CF3 group (three):
SMILES	INS-1E GSIS act	Statin myotox sup	PGC1a acetyl inh	ARNT TACC3 PPI	LGR2 antag	PAX8 inh HTS
C=CCN(c1cccc(C(F)(F)F)c1)S(=O)(=O)c1cccc(C(=O)OCC(=O)Nc2ccccc2)c1	·	·	·	-4	9	2
CCn1c(C)nc2cc(S(=O)(=O)C(F)(F)C(F)C(F)(F)F)ccc21 (configuration not stated)	14	·	39	3	·	·
O=C1Nc2c(c(=O)[nH]c(=O)n2Cc2ccccc2)C1(NS(=O)(=O)c1ccccc1)C(F)(F)F (configuration not stated)	11	·	·	-2	·	14

Later entries:
SMILES	INS-1E GSIS act	Statin myotox sup	PGC1a acetyl inh	ARNT TACC3 PPI	LGR2 antag	PAX8 inh HTS
COc1ccc(NC(=O)C(Br)C(C)C)cc1 (configuration not stated)	4	·	·	4	·	-6
CCCC(=O)Nc1ccc(Nc2ccccc2)cc1	-12	·	·	3	·	0
Cc1cc(NC(=O)c2ccc(S(=O)(=O)N3CCc4ccccc43)cc2)no1	22	·	·	-4	·	4
COCCCn1c(-c2ccsc2)nc2c1c(=O)[nH]c(=O)n2Cc1ccccc1	-8	·	·	5	·	-7
CCOc1cc(C2NC(=O)NC(c3ccccc3)=C2C(=O)c2ccccc2)c(Br)cc1OCC(=O)O (configuration not stated)	28	·	·	3	·	-18
O=C(CN1CCCc2ccccc21)N/N=C/c1c(O)ccc2ccccc12	4	·	·	-1	·	20
CC(=O)NC1(C2CCCCC2=O)CCCCC1 (configuration not stated)	0	·	·	-2	·	-6
S=C(Nc1ccc(Oc2ccccc2)cc1)N1CCN(c2ccccn2)CC1	-14	·	·	-5	·	4
c1ccc(-c2csc(-c3ccc(-c4csnn4)cc3)n2)cc1	4	·	·	-5	·	-50
Cc1cc(C)n2nc(C(=O)N/N=C/c3c4ccccc4cc4ccccc34)nc2n1	-10	·	·	3	·	-3
Cn1c(CC(=O)Nc2ccc(Cl)c(Cl)c2)nnc1SCC(=O)NCc1ccccc1	4	·	·	-5	·	-5
CCOC(=O)c1c(NC(=O)c2cc(C(C)C)on2)sc(C(C)=O)c1C	-9	·	·	1	·	4
CCCc1ccc(OCC(=O)NNC(=O)c2cccnc2)cc1	6	·	·	-5	·	-3
CCOc1ccc(/C(CCC(=O)O)=N/NC(=S)NCCc2ccccc2)cc1	3	·	·	-3	·	-6
Cc1sc2nc(CSc3ccccc3)nc(N3CCOCC3)c2c1C	2	·	·	-3	·	32
CN(C)NC(=O)C12CCC(C)(C(=O)O1)C2(C)C (configuration not stated)	-3	·	·	-2	·	-11

The list is partial; count on the stated rates, not on these rows.
